Assay outcomes from PubChem.
NOD1 NF-kB reporter: NOD1 signaling inhibitors, primary screen, cell-based, luminescence, uHTS (AID 1578) | NOD1-driven NF-kB luciferase reporter cells, luminescence; higher % means a stronger effect | one-dose inhibition, % at 4 µM; EC50 in µM for titrated hits | actives 1% (n = 290,000); in the data active means inhibition mostly above about 36%, no sharp cut-off; inactive means mostly below about 34%;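 further: HEK-293T reporter cells stimulated with the NOD1 agonist gamma-tri-DAP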
GPR55 LPI antagonism: inhibition of LPI-stimulated GPR55 beta-arrestin translocation – imaging, U2OS, beta-arrestin-GFP, LPI agonist, primary screen (AID 2013) | U2OS GPR55 beta-arrestin-GFP translocation imaging, LPI antagonism; higher % means a stronger effect | inhibition, % at 10 µM, or IC50 in µM where a hit was titrated | actives 0.13% (n = 290,000);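 active means spots per cell inhibited over 60%, with over 100 cells counted and total cytoplasm intensity under 500,000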;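 further: U2OS cells stably carrying GPR55 and arrestin-GFP stimulated by 5 µM LPI near EC80; imaged beta-arrestin-GFP aggregate spots per cell after agonist stimulation; plate controls were LPI-stimulated DMSO wells for no effect and DMSO wells without LPI for full effect; some results filed as inactive read as strong as hits; confirmed hits need IC50 under 10 µM and bright autofluorescent wells are also inconclusive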
MgcRacGAP inhibition: MgcRacGAP GTPase-activating activity inhibitors, confirmation, biochemical, ADP Hunter fluorescence. MgcRacGAP-stimulated Rac1 GTP hydrolysis, ADP Hunter fluorescence; higher % means a stronger effect; GST-tagged Rac1 F28L mutant substrate. one-dose inhibition, % at 30 µM; IC50 in µM for titrated hits. actives 0.6% (n = 340,000). AID 624330;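 active means first-screen hits whose inhibition reached a set limit at any dose in the follow-up dose series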;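 further: fluorescence reports GDP produced by GAP-driven GTP hydrolysis; strong numbers were not always called active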
KOR beta-arrestin-1: kappa opioid receptor blockers – cell-based, luminescence, uHTS (AID 1778); actives 0.091% (n = 290,000); KOR beta-arrestin recruitment, luminescence, antagonist mode; higher % means a stronger effect; inhibition, % at 10 µM, or IC50 in µM where a hit was titrated; further: strong numbers were not always called active
KOR beta-arrestin-2: kappa opioid receptor activators – cell-based, luminescence, uHTS, primary screen (AID 1777); KOR beta-arrestin recruitment, luminescence; higher % means a stronger effect; activation, % at 10 µM, or EC50 in µM where a hit was titrated; actives 0.02% (n = 280,000); in the data active means activation above about 50%, passing the limit was not always enough; further: a part of the inactive calls stands beside numbers as strong as those of hits
GPR55 beta-arrestin: GPR55 agonists via beta-arrestin recruitment, primary screen, imaging, U2OS cells, beta-arrestin-GFP redistribution (AID 1961) | activation, % at 10 µM, or EC50 in µM where a hit was titrated | actives 0.048% (n = 290,000) | U2OS GPR55 beta-arrestin-GFP redistribution imaging; higher % means a stronger effect;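 active means activation above 40% with more than 50 cells counted in the well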;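 further: U2OS osteosarcoma cells stably expressing GPR55 and beta-arrestin-GFP; plate controls were DMSO negative control for no effect and LPI positive control for full effect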
SV40 large T antigen: TAg ATPase/helicase activity blockers – biochemical (AID 1903) | SV40 large T antigen ATPase/helicase inhibition assay; higher % means a stronger effect | inhibition, % at 20 µM, or IC50 in µM where a hit was titrated | actives 0.39% (n = 310,000); in the data active means a potency from the dose series; further: strong numbers were not always called active
HIV fusion peptide: cell-free HIV fusion peptide-binding blockers – biochemical, uHTS, fluorescence dequenching, primary screen (AID 1986); cell-free peptide binding, fluorescence dequenching, 30 min; higher % means a stronger effect; one-dose inhibition, % at 20 µM; IC50 in µM for titrated hits; actives 0.3% (n = 290,000); in the data active means inhibition mostly above about 52%, no sharp cut-off; inactive means mostly below about 76%; further: some results filed as inactive read as strong as hits
NOD2 inhibition: NOD2 signaling inhibitors, cell-based, luminescence, uHTS, HEK293 (AID 1566) | HEK293 NOD2/NF-kB luciferase reporter, luminescence; higher % means a stronger effect | inhibition, % at 4 µM; hits with a dose series show EC50 in µM | actives 0.63% (n = 290,000); further: many of its hits are not listed in these tables
* = called active by the depositor; nt = no result given; & = joins results of further samples; [ ] = another dose, or the depositor's remark. Unless noted, no stated cut-off is given here; in the data, active means inhibition above about 50%; inactive means the rest.

Values in the order: NOD1 NF-kB reporter | GPR55 LPI antagonism | MgcRacGAP inhibition | KOR beta-arrestin-1 | KOR beta-arrestin-2 | GPR55 beta-arrestin | SV40 large T antigen | HIV fusion peptide | NOD2 inhibition
> CCCC(C)C1C(C#N)=C(N)Oc2c1c(=O)oc1ccccc21 (stereo not given)
 : 8% | 5% | -2% | -22% | -2.1% | 0.3% | 14% | 0.3% | 4%
> CCOC(=O)CSCCOc1ccc(C=C2C(=O)NC(=O)NC2=O)cc1OC
 : -20% | 9% | nt | 15% | -0.3% | 0.3% | 51% | 0.8% | -6%
> CCN1CCN(c2ccc([N+](=O)[O-])cc2C#N)CC1
 : -16% | 6% | 4% | 3% | 1.9% | 0.7% | 19% | 0.7% | 8%
> CCC(=NCc1ccco1)c1c(O)n(-c2ccccc2)c(=O)[nH]c1=O
 : -1% | 7% | 12% | 2% | 0.3% | 0.3% | 10% | -0.2% | -7%
> O=C(CN1CCOCC1)c1cccc2ccccc12
 : -18% | 5% | 22% | 40% | 3.7% | -0.1% | 16% | 1.0% | 10%
> CC(C)n1nnnc1CN1CCN(C)CC1
 : 3% | 10% | -1% | -7% | -3.7% | -0.3% | 19% | -2.4% | 10%
> CC(=O)N(C1=NCCCS1)c1ccc(Cl)cc1
 : -8% | 7% | 9% | 15% | -3.4% | 0.5% | 25% | 2.5% | -7%
> CC(C)C(=O)N1CCN(CCN=Cc2c(O)n(C)c(=O)n(C)c2=O)CC1
 : 20% | 2% | 5% | -2% | 3.1% | -0.1% | 10% | 4.4% | 1%
> CC(=O)c1ccc(NC(=O)N2C[C@H]3C[C@@H](C2)c2cccc(=O)n2C3)cc1
 : -16% | 4% | -1% | 1%[20 µM] | -2.2% | -0.1% | 16% | -0.5% | 4%
> CCCCn1nc(C)c(C(=O)O)c1Cl
 : -3% | 11% | 8% | 14% | 1.0% | -0.1% | 19% | 0.6% | 1%
> Cc1ccnc(-n2c(-c3ccccc3)nc3ccccc3c2=O)c1
 : -6% | 4% | 10% | -7% | -5.5% | 0.1% | 7% | -1.8% | 5%
> CC(=O)c1cc(C(C)=O)c(C)[n+](C)c1C
 : -9% | 7% | 4% | -9% | 0.1% | -0.1% | 10% | 0.3% | -6%
> CC(C)(C)c1ccc(CN2C(=O)CN=C(c3ccccc3)c3ccccc32)cc1
 : -4% | 3.4µM* | 3% | -10% | -0.4% | -0.2% | 0% | 0.0% | 1%
> Cn1cccc1/C=C1\C(=O)NC(=O)N(Cc2ccccc2)C1=O
 : -1% | -2% | 12% | -2% | 0.5% | -0.1% | 27% | 12% | -13%
> Cc1ccccc1-c1nc2ccccc2c(=O)n1C
 : 34% | 2% | -1% | -39%[20 µM] | 2.3% | 0.7% | 3% | -0.9% | 11%
> S=C=Nc1ccccn1
 : -3% | -3% | 14% | 19% | -9.2% | 0.0% | 8% | 1.8% | -13%
> Cc1cc(/C=C2\C(=O)NC(=O)N(Cc3ccco3)C2=O)c(C)n1-c1ccc(O)cc1
 : 10% | 19% | 5% | -5%[20 µM] | nt | -0.1% | 20% | 15% | -16%
> CCOC(=O)C1(Cc2ccc(Cl)cc2)CCN(C(C)CCn2cccn2)CC1 (stereo not given)
 : -13% | 10% | 13% | -19% | -4.6% | -0.3% | -6% | -0.4% | 2%
> Cc1nn(Cc2ccccc2)c(Cl)c1C(=O)Nc1ccc(OC(F)(F)F)cc1
 : -8% | -9% | 6% | 10% | -3.7% | -0.2% | 3% | 2.8% | 19%
> N/C(=N\[N+](=O)[O-])N/N=C/c1ccc(O)cc1
 : 5% | 11% | 20µM* | -9% | 1.9% | -0.1% | >100µM* | -2.3% | 1%
> C=CCn1c(O)c(C(C)=NCCC(c2ccccc2)c2ccccc2)c(=O)[nH]c1=O
 : -8% | 2% | 3% | 20% | 0.1% | -0.3% | 15% | -0.3% | 2%
> COc1ccccc1OCC(=O)N1CCCC(N2CCN(c3ccc(F)cc3)CC2)C1 (stereo not given)
 : -25% | -2% | 9% | -1% | -0.8% | 0.2% | 13% | -0.8% | 1%
> Cc1ccccc1-n1c(O)c(/C=N/c2nccs2)c(=O)[nH]c1=O
 : 2%&51% | 17%&-4% | 7%&11% | 12%&-42% | -4.6%&3.4% | -1.0%&-0.3% | 7%&10% | 9.1%&24% | 10%&15%
> Nc1nonc1C(=O)N/N=C/c1ccc([N+](=O)[O-])o1
 : 8.5µM* | -1% | 12% | 21% | 0.3% | 0.7% | 32% | 26% | 5.5µM*
> CCCCn1c(O)c(C(C)=NCCN2CCCCC2)c(=O)[nH]c1=O
 : -9% | 8% | 5% | 2% | 9.4% | -0.2% | 13% | 0.8% | 2%
> CN(C)C(=O)Oc1ccc2c(=O)c(Oc3ccccc3Br)coc2c1
 : 15% | -4% | 11% | -1% | 5.6% | -0.1% | 5% | -1.9% | -9%
> O=C1NC(=S)NC(=O)C1C1CCCCC1
 : 2% | 3% | 26% | -10% | 8.0% | -1.5% | 20% | 1.0% | -7%
> O=c1[nH]c(=S)n(-c2ccccc2F)c(O)c1C=NCc1ccco1
 : -15% | 6% | -2% | -31% | 4.6% | -0.2% | 9% | 37% | 6%
> COc1cc(OC)c(OC)cc1CNCCc1ccc(F)cc1
 : 53% | -13% | 28% | 10% | 1.0% | -0.2% | 6% | 0.1% | -22%
> O=C(Cc1ccccc1)Oc1cccc(N2C(=O)CCC2=O)c1
 : 7% | 8% | 13% | -2% | 3.6% | 0.2% | 6% | -2.6% | 14%
> O=C(CCc1nc(-c2ccccc2F)no1)N1CCC2(CC1)OCCO2
 : -18% | 16% | 0% | -2% | -8.2% | 0.1% | 7% | 0.5% | 8%
> CN1CCC(n2nccc2N)CC1
 : -14% | 22% | 2% | 2% | -1.7% | 0.0% | 3% | 1.5% | -13%
> CC(NC(=O)Cc1cccc2ccccc12)C(=O)N1CCC(=O)CC1 (stereo not given)
 : -26% | 4% | 6% | 3% | 1.4% | 0.1% | 25% | 2.2% | 8%
> CC[N+](CC)(CC)CCCOC(=O)C(O)(c1ccccc1)C1CCCCC1 (stereo not given)
 : -13% | 2% | 9% | -12% | -2.0% | 0.1% | 7% | 0.0% | 13%
> OC(CCNCCc1c[nH]c2ccccc12)C(F)(F)Cl (stereo not given)
 : -32% | -2% | 0% | -7% | -0.8% | -0.3% | 5% | -1.5% | 20%
> CCC(=Nc1ccccc1N)c1c(O)[nH]c(=O)[nH]c1=O
 : 0% | 0% | nt | 0% | -3.0% | -0.2% | 12% | -3.5% | -4%
> COc1ccc(-n2c(O)c(C=NCCCn3ccnc3)c(=O)[nH]c2=O)cc1
 : -16% | 8% | 9% | 13% | 1.9% | -0.1% | -1% | 3.1% | 12%
> Cc1nn(CCC#N)c2c1P(=S)(N1CCCC1)OC(c1ccc(F)cc1)=N2 (stereo not given)
 : -9% | 20% | 39% | 10% | -3.0% | -0.1% | 15% | -2.7% | 20%
> Cc1cccc(NC(=O)CSc2nnc([C@@H](N)Cc3c[nH]c4ccccc34)o2)c1C
 : -33% | -6% | -1% | -39% | 5.0% | -0.1% | 8% | 2.1% | -1%
> Cc1ccccc1N1CCN(C2CCCN(C(=O)COc3ccccc3)C2)CC1 (stereo not given)
 : -28% | 1% | 6% | -28% | 10% | -0.1% | 0% | -0.4% | -9%
> O=c1c2ccccc2nc(/C=C\c2ccccc2[N+](=O)[O-])n1-c1ccccc1O
 : -6% | 18% | 10% | 28% | 2.4% | 0.2% | 22% | 0.3% | 11%
> BrCC1C[n+]2c(SCc3ccccc3)nc3sc4c(c3c2O1)CCCC4 (stereo not given)
 : 1% | 3% | 10% | 10% | nt | -0.2% | 12% | -1.4% | -3%
> CC(=Nc1ccc2c(c1)CCC2)c1c(O)n(-c2ccccc2)c(=O)[nH]c1=O
 : 4% | -10% | 11% | 2% | 0.4% | -0.1% | 4% | 3.0% | 21%
> CN1CC(C(=O)c2ccc(F)cc2)C(c2ccc(F)cc2)C1 (stereo not given)
 : -8% | 13% | 7% | 14% | -4.4% | -0.1% | 14% | -0.4% | -12%
> O=C(Cn1ncc2c3ccccc3n(Cc3ccccc3F)c2c1=O)N1CCC2(CC1)OCCO2
 : -27% | -20% | 14% | 0% | 6.7% | -0.1% | 12% | -2.7% | -12%
> O=C(CCC(=O)N1CCC2(CC1)OCCO2)Nc1nnc(C2CCCCC2)s1
 : -9% | 0% | 22% | -5% | -1.0% | 0.2% | 18% | -0.5% | -2%
> CCCCC1C(=O)NC(=S)NC1=O
 : -9% | 7% | nt | 18% | -2.8% | -0.5% | 18% | 1.0% | 8%
> O=P(O)(O)COc1ccccc1O
 : -3% | 2% | 1% | -14% | 1.0% | -0.1% | 14% | 1.2% | 16%
> CS(=O)(=O)c1ccc(C(=O)N2CCC(C(=O)O)(c3ccccc3)CC2)cc1
 : -22% | 12% | 5% | 5% | -2.8% | -0.2% | 4% | -0.6% | 15%
> O=c1c2ccccc2nc(/C=C/c2ccccc2)n1-c1ccc(O)cc1
 : 2% | 4% | 5% | -10% | 1.5% | 0.0% | 4% | 2.0% | 7%
> CCC(=O)Nc1ccc(N2CCN(CC)CC2)c(Cl)c1
 : 14% | 5% | 14% | 23% | -2.6% | -0.1% | 3% | -1.4% | 15%
> CC(=O)N1CCN(CC(=O)Nc2ccc(C#N)c(Cl)c2)CC1
 : -32% | -13% | -3% | 11% | -2.6% | -0.2% | 6% | 0.5% | 8%
> O=C(C1CC(c2ccccc2O)=NO1)N1CCC2(CC1)OCCO2 (stereo not given)
 : -20% | -3% | 2% | 12% | 2.6% | -0.1% | 11% | -2.3% | -29%
> CCCCCCn1c(=O)c(C(=O)Nc2cccc(C)n2)c(O)c2ccccc21
 : 12% | -3% | 12% | -36%[20 µM] | 2.7% | -0.2% | 7% | 3.1% | 1%

Given in CSV form: eight of the compounds above
molecule,NOD1 NF-kB reporter,GPR55 LPI antagonism,MgcRacGAP inhibition,KOR beta-arrestin-1,KOR beta-arrestin-2,GPR55 beta-arrestin,SV40 large T antigen,HIV fusion peptide,NOD2 inhibition
CCCCC1C(=O)NC(=S)NC1=O,-9%,7%,nt,18%,-2.8%,-0.5%,18%,1.0%,8%
O=P(O)(O)COc1ccccc1O,-3%,2%,1%,-14%,1.0%,-0.1%,14%,1.2%,16%
CS(=O)(=O)c1ccc(C(=O)N2CCC(C(=O)O)(c3ccccc3)CC2)cc1,-22%,12%,5%,5%,-2.8%,-0.2%,4%,-0.6%,15%
O=c1c2ccccc2nc(/C=C/c2ccccc2)n1-c1ccc(O)cc1,2%,4%,5%,-10%,1.5%,0.0%,4%,2.0%,7%
CCC(=O)Nc1ccc(N2CCN(CC)CC2)c(Cl)c1,14%,5%,14%,23%,-2.6%,-0.1%,3%,-1.4%,15%
CC(=O)N1CCN(CC(=O)Nc2ccc(C#N)c(Cl)c2)CC1,-32%,-13%,-3%,11%,-2.6%,-0.2%,6%,0.5%,8%
O=C(C1CC(c2ccccc2O)=NO1)N1CCC2(CC1)OCCO2 (stereo not given),-20%,-3%,2%,12%,2.6%,-0.1%,11%,-2.3%,-29%
CCCCCCn1c(=O)c(C(=O)Nc2cccc(C)n2)c(O)c2ccccc21,12%,-3%,12%,-36%[20 µM],2.7%,-0.2%,7%,3.1%,1%

An excerpt, so the mix of outcomes need not match the whole.
